High-throughput results as filed in PubChem.
VP16 counter: VP16 counterscreen qHTS for inhibitors of ROR gamma transcriptional activity. actives 3.5% (n = 310,000). Potency, µM (titrated, usually from 53.6 µM), for inactives: top-dose activity, negative = inhibition, actives largely listed as inhibitors. Drosophila S2 Gal4-VP16 UAS-luciferase, luminescence, 20 h. AID 2546, 2010;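 also: Gal4-VP16 expression switched on by copper sulfate through the metallothionein promoter; potency is read from the fitted curve at half-maximal effect; % is scaled to controls: 0 for no effect and ±100 for the full control effect; nearly all actives have a fitted effect of over 50% in size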
p53 reactivator: qHTS assay for re-activators of p53 using a Luc reporter. H1299 p53-A138V BP100-luciferase reporter, luminescence, 24 h. AID 504706, 2011. Potency, µM (titrated, usually from 92.2 µM), for the others: at the top dose activity change, positive = activation, hits mostly activators. actives 0.063% (n = 320,000); also: potency is read from the fitted curve at half-maximal effect; % of control where 0% means no effect; nearly all actives have a fitted effect of over 45% in size
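p53-null H1299 cells stably carrying temperature-sensitive p53-A138V and a BP100-luciferase reporter were pinned with compounds (4-point, 1:5 series) and held 24 hrs at 37 deg C. Luminescence was read 10 min after detection reagent.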
FLuc counter: qHTS profiling assay for firefly luciferase inhibitor/activator using purifed enzyme and Km concentrations of substrates (counterscreen for miR-21 project); purified FLuc, Km substrates, luminescence inhibition; Potency, µM (highest dose often 57.5 µM), without a hit: at the top dose activity change, negative = inhibition, hits mostly inhibitors; actives 6.9% (n = 360,000); AID 588342, 2011;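 also: potency is read from the fitted curve at half-maximal effect; plate controls were vehicle for no effect and reference inhibitor for full effect; nearly all actives have a fitted effect of over 55% in size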
Target sequence (P08659 whole entry, looked up): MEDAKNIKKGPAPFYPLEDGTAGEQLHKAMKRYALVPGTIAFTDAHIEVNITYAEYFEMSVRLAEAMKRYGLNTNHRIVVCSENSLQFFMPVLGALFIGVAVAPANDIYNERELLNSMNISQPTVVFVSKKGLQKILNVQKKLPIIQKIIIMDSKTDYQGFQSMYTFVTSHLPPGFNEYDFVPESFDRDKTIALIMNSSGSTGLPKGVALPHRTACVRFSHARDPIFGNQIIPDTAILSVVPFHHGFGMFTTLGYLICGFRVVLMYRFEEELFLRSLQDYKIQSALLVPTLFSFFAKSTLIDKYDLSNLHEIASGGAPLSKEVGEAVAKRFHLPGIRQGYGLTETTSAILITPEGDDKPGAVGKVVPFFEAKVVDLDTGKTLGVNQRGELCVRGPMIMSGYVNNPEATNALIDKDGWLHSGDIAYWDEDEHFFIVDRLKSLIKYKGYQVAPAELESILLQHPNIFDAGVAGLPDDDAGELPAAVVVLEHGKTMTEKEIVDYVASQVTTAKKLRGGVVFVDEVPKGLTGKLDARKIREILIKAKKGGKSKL
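Biochemical qHTS of compounds, final roughly 60 µM downward over six points, against 10 nM purified firefly luciferase using Km concentrations of substrates (10 uM D-luciferin, 10 uM ATP) in Tris acetate pH 7.5 buffer; luminescence output.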
TRPV1 ag: HTS Assay for Compounds that Act as Agonists of the Vanilloid Receptor 1 | actives 0.19% (n = 320,000) | activation, % at 8.33 µM | TRPV1-expressing cells, Fluo-8 calcium influx, agonist mode | Transient receptor potential cation channel subfamily V member 1 (Homo sapiens), Q8NER1 | AID 540275, 2011; in the data active = activation above about 80%; inconclusive = between about 30% and that limit; also: 0% is about no effect
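Fluo-8 calcium influx in TRPV1-expressing cells, kinetic read (ex 480/em 520 nm). Compound added and read 3 min for agonist activity, followed by capsaicin at EC20 final and 2 min further read for enhancement.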
RORg inh: qHTS for inhibitors of ROR gamma transcriptional activity | Nuclear receptor ROR-gamma (Mus musculus), P51450 | Drosophila S2 Gal4-RORgamma UAS-luciferase reporter, 20 h | Potency, µM (highest dose often 53.6 µM), without a hit: at the top dose activity change, negative = inhibition, usual class: inhibitors | actives 5.4% (n = 310,000); also: potency is read from the fitted curve at half-maximal effect; % is scaled to controls: 0 for no effect and ±100 for the full control effect; nearly all actives have a fitted effect of over 60% in size
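Luminescence from a UAS-regulated Photinus luciferase reporter in stably transfected Drosophila Schneider cells is measured; decreased signal marks ROR gamma inhibition. Fusion expression is induced by 700 uM copper sulfate for 20 hr.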
NPC1 promoter act: qHTS Assay for NPC1 Promoter Activators. Potency, µM (top dose mostly 9.22 µM), without a hit: top-dose activation, hits mostly activators. Huh7 NPC1 promoter luciferase reporter, 24 h. actives 2.4% (n = 320,000);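 also: potency is read from the fitted curve at half-maximal effect; % of control where 0% means no effect; nearly all actives have a fitted effect of over 60% in size; reporter is driven by a mutant NPC1 promoter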
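Quantitative HTS used a cell-based reporter: Huh7 cells stably bearing the NPC1 promoter upstream of luciferase were treated with compounds for 24 h, and promoter activation was read as luminescence.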
BRCA1 expr act: qHTS Assay to Identify Small Molecule Activators of BRCA1 Expression | MCF7-BRCA1-FFLuc reporter, luminescence, 48 h; response scale: scaled: vehicle 0%, 10 µM genistein 100% | Potency, µM (top dose mostly 46.1 µM), for the others: at the top dose activation, usual class: activators | actives 1.1% (n = 380,000) | AID 624202, 2012; also: potency is read from the fitted curve at half-maximal effect; nearly all actives have a fitted effect of over 80% in size; some results filed as inactive show a strong effect at the top dose
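Cells: MCF7-BRCA1-FFLuc, 2000/well. Exposure: 48 h, 37 °C, 5% CO2. Read: luminescence, 15 min post-substrate. Controls: genistein 10 microM (maximal activation), DMSO (neutral).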
ELG1 genotoxic: qHTS screen for small molecules that induce genotoxicity in human embryonic kidney (HEK293T) cells expressing luciferase-tagged ELG1. HEK293T ELG1-luciferase reporter, luminescence, 16 h. Potency, µM (titrated, usually from 46 µM), for the others: at the top dose activity change, positive = activation, actives largely listed as activators. actives 1.3% (n = 330,000). AID 504466, 2011; also: potency is read from the fitted curve at half-maximal effect; % of control where 0% means no effect; nearly all actives have a fitted effect of over 60% in size
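Luminescence read-out: rising ELG1-luciferase signal, reflecting elevated ELG1 protein under genetic stress, flags genotoxic compounds. Cells were treated for 16 hr at 37 °C before ONE-Glo detection.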
ELG1 repair inh: qHTS screen for small molecules that inhibit ELG1-dependent DNA repair in human embryonic kidney (HEK293T) cells expressing luciferase-tagged ELG1. Potency, µM (highest dose often 46.1 µM), for the others: top-dose activity change, negative = inhibition, usual class: inhibitors. actives 2.3% (n = 330,000). HEK293T ELG1-luciferase reporter, luminescence, 16 h; DNA damage induced by 5-fluorouridine; also: potency is read from the fitted curve at half-maximal effect; % is scaled to controls: 0 for no effect and ±100 for the full control effect; nearly all actives have a fitted effect of over 55% in size
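In this reporter screen, reduction of luminescence relative to DMSO vehicle indicated activity. Compounds and 5-fluorouridine were added together to 2,000 cells per well, incubated for 16 hr at 37 °C, then developed with ONE-Glo.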
Rab9 prom act: qHTS Assay for Rab9 Promoter Activators; Huh7 Rab9 promoter-luciferase reporter, luminescence, 24 h; Potency, µM (highest dose often 9.22 µM), without a hit: at the highest dose activation, negative = inhibition, most hits filed as activators; actives 2.8% (n = 320,000); also: potency is read from the fitted curve at half-maximal effect; % of control where 0% means no effect; nearly all actives have a fitted effect of over 60% in size
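Promoter activation is measured as luciferase luminescence in Huh7 cells stably transfected with a Rab9 promoter–luciferase construct, following 24 h compound exposure at 37 °C and 10 min reagent incubation at ambient temperature.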
Tb PFK block: qHTS Assay to Find Inhibitors of T. brucei phosphofructokinase | T. brucei PFK, ADP-Glo luminescence | Potency, µM (highest dose often 57.5 µM), inactives show at the highest dose activity, negative = inhibition, most hits filed as inhibitors | actives 0.17% (n = 330,000);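 also: potency is read from the fitted curve at half-maximal effect; 0% = uninhibited 1x PFK enzyme wells and -100% = no-enzyme wells; nearly all actives have a fitted effect of over 60% in size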
Target sequence (O15648 whole entry, looked up): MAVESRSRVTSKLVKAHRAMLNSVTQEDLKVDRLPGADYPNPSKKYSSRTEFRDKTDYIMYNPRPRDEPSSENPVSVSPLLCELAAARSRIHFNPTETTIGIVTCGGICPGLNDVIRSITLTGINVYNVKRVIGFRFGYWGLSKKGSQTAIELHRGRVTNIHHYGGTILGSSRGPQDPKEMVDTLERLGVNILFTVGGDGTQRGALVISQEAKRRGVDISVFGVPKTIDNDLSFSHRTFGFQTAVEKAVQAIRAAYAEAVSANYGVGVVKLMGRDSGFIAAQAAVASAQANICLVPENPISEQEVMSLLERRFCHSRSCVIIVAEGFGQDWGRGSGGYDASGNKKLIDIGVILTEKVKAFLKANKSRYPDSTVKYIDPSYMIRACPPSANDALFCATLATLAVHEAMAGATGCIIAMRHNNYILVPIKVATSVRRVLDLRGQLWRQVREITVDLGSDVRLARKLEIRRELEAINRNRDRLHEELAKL
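PFK 1.25 nM, F6P 0.5 mM, ATP 0.1 mM, 0.1 M TEA pH 8.0, 5 mM MgCl2, 0.01% Tween20, 0.1% BSA; 45 min RT. ADP-Glo readout. qHTS titration up to 57 uM; curves fitted, compounds curve-classed.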
* = called active by the depositor; u = inconclusive; x = not tested or not shown; [ ] = remark or other dose. Unless noted, calls follow the shape of the dose curve; as a rule, active = well fitted curve in the direction sought with a large enough effect; inconclusive = small, poorly fitted or top-dose-only effect, or another doubt; inactive = no such curve, though single readings can be large; an effect the other way counts as inactive or inconclusive.

Order of results: TRPV1 ag	FLuc counter	VP16 counter	Tb PFK block	ELG1 repair inh	p53 reactivator	NPC1 promoter act	Rab9 prom act	RORg inh	BRCA1 expr act	ELG1 genotoxic
1	COc1ccc(S(N)(=O)=O)cc1C(=O)NCC(C)(C)N1CCOCC1
 : 1	-2%	-6%	-5%	-2%	-3%	-4%	-1%	0%	-14%	0%
2	COc1ccccc1NC(=O)CSc1ccc(-c2cccs2)nn1
 : 2	-20%	5%	-4%	-5%	-1%	-4%	-10%	-8%	-10%	-4%
3	Cc1ccc(CNC(=O)CSc2nnc(CNC(=O)c3ccccc3)o2)cc1
 : -7	0%	-6%	2%	3%	-6%	-2%	9%	1%	-6%	-2%
4	CCCSc1nc(N)nc(-c2cccs2)c1C#N
 : 7	21µM*	0%	-1%	u	15%	3%	16%	36%	64%	14%
5	CCN(CC)S(=O)(=O)c1ccc(N2CCOCC2)c(NC(=O)C2CCCC2)c1
 : 20	-2%	u	7%	-1%	-6%	10%	2%	17%	7%	0%
6	COc1ccc(CNC(=O)Nc2cccc(C(F)(F)F)c2)cc1OC
 : u	-1%	-13%	0%	u	-25%	-3%	-9%	11%	-37%	-3%
7	Cc1cc(NS(=O)(=O)c2ccc(NC(=O)COc3ccccc3[N+](=O)[O-])cc2)no1
 : 1	4%	-4%	-5%	0%	-3%	-1%	4%	-2%	0%	0%
8	S=C(Nc1ccccc1Cl)N1CCN(Cc2ccccc2)CC1
 : 4	-1%	6%	3%	-2%	18%	-4%	0%	u	-9%	2%
9	CC(C)NC(=O)N(C)C[C@H]1Oc2c(NS(=O)(=O)c3ccccc3)cccc2C(=O)N([C@H](C)CO)C[C@@H]1C
 : x	x	x	7%	13%	1%	x	x	x	-22%	3%
10	CC(C)OC(=O)CSc1nnc(-c2ccc(Cl)cc2Cl)o1
 : 15	11µM*	-16%	1%	8%	1%	6%	-1%	-17%	u	-3%
11	O=C(Nc1nc2ccccc2[nH]1)c1ccccc1
 : 6	1.5µM*	7.9µM*	-3%	u	11%	u	1.6µM*	6.3µM*	-37%	0.52µM*
12	COC(=O)CNC(=O)C1CCN(c2nc(C)cc(C)n2)CC1
 : 4	4%	-2%	-2%	2%	-11%	-6%	4%	-24%	11%	-5%
13	NS(=O)(=O)c1ccc(NC(=O)CSc2nnc(-c3cnccn3)n2-c2ccccc2)cc1
 : -1	-2%	7%	x	x	x	x	x	4%	-13%	x
14	NC(=O)NC(CC(=O)NCc1ccc2c(c1)OCO2)c1ccccc1Cl (centres undefined)
 : 1	-1%	-3%	2%	2%	2%	3%	0%	9%	-7%	-6%
15	CC(=O)OC1COC(n2c(O)c(N=NC(N)=S)c3ccccc32)C(OC(C)=O)C1OC(C)=O (centres undefined)
 : 1	1%	10µM*	-1%	-4%	-7%	0%	0%	6.3µM*	-7%	0%

Sorted by formula weight (ascending): part of the list above.
Order of results: TRPV1 ag	FLuc counter	VP16 counter	Tb PFK block	ELG1 repair inh	p53 reactivator	NPC1 promoter act	Rab9 prom act	RORg inh	BRCA1 expr act	ELG1 genotoxic
11	O=C(Nc1nc2ccccc2[nH]1)c1ccccc1
 : 6	1.5µM*	7.9µM*	-3%	u	11%	u	1.6µM*	6.3µM*	-37%	0.52µM*
4	CCCSc1nc(N)nc(-c2cccs2)c1C#N
 : 7	21µM*	0%	-1%	u	15%	3%	16%	36%	64%	14%
12	COC(=O)CNC(=O)C1CCN(c2nc(C)cc(C)n2)CC1
 : 4	4%	-2%	-2%	2%	-11%	-6%	4%	-24%	11%	-5%
14	NC(=O)NC(CC(=O)NCc1ccc2c(c1)OCO2)c1ccccc1Cl (centres undefined)
 : 1	-1%	-3%	2%	2%	2%	3%	0%	9%	-7%	-6%
3	Cc1ccc(CNC(=O)CSc2nnc(CNC(=O)c3ccccc3)o2)cc1
 : -7	0%	-6%	2%	3%	-6%	-2%	9%	1%	-6%	-2%
15	CC(=O)OC1COC(n2c(O)c(N=NC(N)=S)c3ccccc32)C(OC(C)=O)C1OC(C)=O (centres undefined)
 : 1	1%	10µM*	-1%	-4%	-7%	0%	0%	6.3µM*	-7%	0%

(continued)
Order of results: TRPV1 ag	FLuc counter	VP16 counter	Tb PFK block	ELG1 repair inh	p53 reactivator	NPC1 promoter act	Rab9 prom act	RORg inh	BRCA1 expr act	ELG1 genotoxic
16	Cc1ccc(S(=O)(=O)NC(C)C(c2cccs2)N2CCN(c3ccccc3)CC2)cc1 (centres undefined)
 : 3	9%	-4%	-2%	u	6%	-3%	-4%	30%	-43%	17%
17	O=C(Nc1ccc2c(c1)CCC2)c1ccc(Cl)nc1
 : u	12µM*	-2%	-1%	u	12%	15%	u	23%	28%	u
18	CCC(=O)Nc1nc2c(OC)ccc(C)c2s1
 : -5	2%	-10%	4%	-1%	-5%	-2%	-1%	45%	-47%	-1%
19	COc1ccc(C(C)=O)cc1COC(=O)CNC(=O)C1CCCCC1
 : x	x	x	2%	2%	-7%	x	x	x	-12%	0%
20	CC(NC(=O)/C(C#N)=C/c1ccc(Cl)c([N+](=O)[O-])c1)c1ccccc1 (centres undefined)
 : 19	u	u	-28%	u	-18%	-39%[inhibitor]	-51%[inhibitor]	u	-91%[inhibitor]	-11%
21	CC1CCCCC1NC(=O)CCCN1C(=O)c2ccccc2C1=O (centres undefined)
 : x	x	x	0%	11%	2%	x	x	x	2%	2%
22	CCn1c(=O)c(C(=O)NCc2ccccn2)c(O)c2ccccc21
 : 8	-1%	7.1µM*	2%	8%	-6%	2%	7%	3.2µM*	-49%	9%
23	COc1ccc(O)c(C=NCC(C)N=Cc2cc(OC)ccc2O)c1 (centres undefined)
 : 12	-11%	1%	-10%	17%	8%	-4%	0%	-25%	-1%	1%
24	CC(=O)N/N=C/c1cc([N+](=O)[O-])ccc1OCCOc1ccccc1
 : -1	-1%	-5%	0%	u	-1%	-1%	-8%	4%	-8%	-1%
25	CC1(C)Cc2c(C#N)c(N)sc(=S)c2CO1
 : 0	2%	-1%	0%	0%	0%	-1%	23%	-22%	-1%	6%
26	CSC1=N/C(=C\c2ccc(C)cc2)C(=O)S1
 : 2	u	1%	0%	-15%	-1%	0%	4%	-11%	-23%	-2%
27	COc1ccc(-c2[nH]ncc2CN2CCCC(C(=O)c3ccc(OC)cc3OC)C2)cc1 (centres undefined)
 : -3	-1%	-3%	-1%	-8%	0%	2%	-2%	-3%	-15%	1%
28	CCCCOC(=O)C1=C(C)NC(=O)NC1c1cccc([N+](=O)[O-])c1 (centres undefined)
 : 10	10%	0%	2%	6.5µM*	-74%[inhibitor]	2%	2%	u	-1%	-11%
29	Cc1ccc(Cn2ccnc2C(=O)Nc2ccccc2)cc1
 : 21	7.6µM*	u	-3%	u	u	4µM*	1.6µM*	14%	13µM*	u
30	Cc1ccc2[nH]c3c(N4CCN(Cc5ccc6c(c5)OCO6)CC4)ncnc3c2c1
 : u	-2%	10µM*	-1%	23µM*	-9%	0%	-18%	u	x	3%
31	Cc1cccc(C(=O)O/N=C(\N)c2ccc(Br)cc2)c1
 : -1	3µM*	-26%	1%	u	u	0.56µM*	0.71µM*	-37%	10%	11µM*
32	C=C(C)C1Cc2c(C)nn(-c3cccc4cccnc34)c2C1 (centres undefined)
 : 29	-7%	-27%	-3%	u	4%	0%	-1%	14µM*	-7%	-2%
33	CCCc1cc2c(cc1NC(=O)c1ccc(C(C)(C)C)cc1)OCO2
 : 5	u	u	6%	u	u	2%	11%	-12%	-25%	0%
